Pf apPOL block – Pf-apPOL DNA polymerase inhibition; Recombinant Pf-apPOL, molecular beacon fluorescence, 1.5 h; inhibition, % at 10 µM; 210,000 tested, 0.25% active
mHTT CaM bind – inhibitors of human mutant huntingtin-calmodulin interaction; P42858; AlphaScreen His-mHTT/GST-CaM binding, luminescence; inhibition, % at 15 µM; 190,000 tested, 3.6% active;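 note: 0% = both proteins with DMSO and 100% = one protein alone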
Target sequence (P42858 whole entry, looked up, stated change not applied): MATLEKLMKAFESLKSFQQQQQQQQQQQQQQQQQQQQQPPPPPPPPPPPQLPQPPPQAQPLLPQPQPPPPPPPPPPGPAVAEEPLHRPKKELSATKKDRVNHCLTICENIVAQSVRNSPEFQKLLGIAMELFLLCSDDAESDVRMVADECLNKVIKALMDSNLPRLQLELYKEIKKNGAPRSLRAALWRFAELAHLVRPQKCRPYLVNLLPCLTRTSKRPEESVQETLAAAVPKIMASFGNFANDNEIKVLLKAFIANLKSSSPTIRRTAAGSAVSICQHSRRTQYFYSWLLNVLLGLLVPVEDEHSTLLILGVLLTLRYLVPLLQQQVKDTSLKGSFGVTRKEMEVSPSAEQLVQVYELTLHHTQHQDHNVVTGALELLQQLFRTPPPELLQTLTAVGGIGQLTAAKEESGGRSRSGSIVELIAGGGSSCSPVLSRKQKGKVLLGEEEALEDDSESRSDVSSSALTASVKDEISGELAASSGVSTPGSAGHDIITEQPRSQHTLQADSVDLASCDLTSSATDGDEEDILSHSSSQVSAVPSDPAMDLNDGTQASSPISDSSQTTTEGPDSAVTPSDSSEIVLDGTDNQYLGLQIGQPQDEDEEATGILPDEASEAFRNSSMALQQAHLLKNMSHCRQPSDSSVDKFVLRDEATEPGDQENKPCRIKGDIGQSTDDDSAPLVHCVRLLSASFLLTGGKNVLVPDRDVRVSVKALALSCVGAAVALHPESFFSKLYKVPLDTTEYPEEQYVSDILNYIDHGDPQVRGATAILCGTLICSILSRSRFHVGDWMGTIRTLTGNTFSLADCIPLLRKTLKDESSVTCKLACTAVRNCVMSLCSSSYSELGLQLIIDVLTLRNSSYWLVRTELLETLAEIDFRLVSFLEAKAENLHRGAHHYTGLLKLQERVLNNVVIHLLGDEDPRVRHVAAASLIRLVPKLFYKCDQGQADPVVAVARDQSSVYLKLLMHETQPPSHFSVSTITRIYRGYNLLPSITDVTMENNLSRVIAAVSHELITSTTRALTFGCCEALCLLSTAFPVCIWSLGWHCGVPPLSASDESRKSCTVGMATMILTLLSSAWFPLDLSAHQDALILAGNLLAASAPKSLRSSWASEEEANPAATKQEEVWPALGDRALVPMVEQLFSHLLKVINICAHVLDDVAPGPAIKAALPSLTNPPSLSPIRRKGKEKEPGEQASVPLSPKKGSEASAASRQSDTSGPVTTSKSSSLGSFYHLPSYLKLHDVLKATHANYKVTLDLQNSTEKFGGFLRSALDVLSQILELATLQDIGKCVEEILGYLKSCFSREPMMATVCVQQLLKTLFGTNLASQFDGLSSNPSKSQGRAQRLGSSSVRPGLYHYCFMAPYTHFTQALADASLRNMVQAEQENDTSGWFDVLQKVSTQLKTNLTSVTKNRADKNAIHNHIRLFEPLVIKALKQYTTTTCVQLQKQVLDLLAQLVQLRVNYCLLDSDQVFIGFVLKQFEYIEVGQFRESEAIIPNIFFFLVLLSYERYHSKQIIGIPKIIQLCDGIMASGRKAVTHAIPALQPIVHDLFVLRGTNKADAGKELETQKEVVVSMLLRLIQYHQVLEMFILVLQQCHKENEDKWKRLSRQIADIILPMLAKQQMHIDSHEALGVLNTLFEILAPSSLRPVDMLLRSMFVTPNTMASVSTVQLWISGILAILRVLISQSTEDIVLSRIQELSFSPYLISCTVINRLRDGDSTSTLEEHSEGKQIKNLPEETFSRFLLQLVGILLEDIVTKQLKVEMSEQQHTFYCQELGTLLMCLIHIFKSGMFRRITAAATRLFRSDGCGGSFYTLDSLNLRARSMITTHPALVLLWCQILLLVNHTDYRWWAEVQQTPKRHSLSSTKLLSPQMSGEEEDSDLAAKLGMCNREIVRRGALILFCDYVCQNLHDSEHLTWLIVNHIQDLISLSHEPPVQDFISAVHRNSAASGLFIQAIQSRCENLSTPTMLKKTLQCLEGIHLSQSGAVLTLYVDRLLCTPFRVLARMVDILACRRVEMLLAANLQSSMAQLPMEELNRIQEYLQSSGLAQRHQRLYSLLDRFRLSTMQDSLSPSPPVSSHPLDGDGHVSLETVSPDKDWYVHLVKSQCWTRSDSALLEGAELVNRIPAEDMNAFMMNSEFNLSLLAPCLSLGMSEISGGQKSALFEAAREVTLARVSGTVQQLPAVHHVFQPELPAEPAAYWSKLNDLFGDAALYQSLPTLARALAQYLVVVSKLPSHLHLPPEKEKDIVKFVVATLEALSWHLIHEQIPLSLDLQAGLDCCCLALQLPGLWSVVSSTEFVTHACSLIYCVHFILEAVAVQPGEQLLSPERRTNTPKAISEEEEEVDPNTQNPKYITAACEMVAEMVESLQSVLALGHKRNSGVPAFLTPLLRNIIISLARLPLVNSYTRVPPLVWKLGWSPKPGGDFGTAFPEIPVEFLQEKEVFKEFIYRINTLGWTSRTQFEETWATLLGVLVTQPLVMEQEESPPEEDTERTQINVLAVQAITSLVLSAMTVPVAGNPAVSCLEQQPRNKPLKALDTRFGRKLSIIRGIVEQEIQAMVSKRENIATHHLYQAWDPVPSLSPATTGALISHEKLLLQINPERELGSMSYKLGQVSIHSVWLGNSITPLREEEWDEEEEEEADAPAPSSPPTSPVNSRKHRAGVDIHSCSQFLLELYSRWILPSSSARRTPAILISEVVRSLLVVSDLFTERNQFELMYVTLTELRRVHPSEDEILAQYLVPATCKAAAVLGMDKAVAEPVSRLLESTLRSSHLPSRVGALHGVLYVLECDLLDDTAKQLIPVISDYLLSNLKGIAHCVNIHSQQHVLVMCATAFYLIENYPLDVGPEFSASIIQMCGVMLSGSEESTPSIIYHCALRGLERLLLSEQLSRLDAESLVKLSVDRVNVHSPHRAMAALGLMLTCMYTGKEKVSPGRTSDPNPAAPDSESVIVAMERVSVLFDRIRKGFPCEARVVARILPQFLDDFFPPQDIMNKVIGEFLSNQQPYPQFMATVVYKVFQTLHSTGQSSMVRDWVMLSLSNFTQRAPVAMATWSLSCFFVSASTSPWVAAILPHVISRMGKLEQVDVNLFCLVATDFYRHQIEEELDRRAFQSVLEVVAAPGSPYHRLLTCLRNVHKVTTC
Starred values were filed as active, the others as inactive; . = not tested or not shown; & = joins results of further samples. Cut-off read from the data, not from the text of the source: active = inhibition above about 50%; inactive = the rest.

SMILES | Pf apPOL block | mHTT CaM bind
Cn1cc(CC(=O)Nc2ccc(F)cc2)c2ccccc21 | -1 | 10
O=C(NCc1ccc2c(c1)OCO2)c1cn2cc(Cl)ccc2n1 | -9 | 3
COc1ccc(OC)c(CN2CCc3nc(N4CCCC4)ncc3C2)c1 | 7 | 0
Cc1ccccc1OCCn1cc(C=C2C(=O)N(C)C(=O)N(C)C2=O)c2ccccc21 | -8 | -2
O=C(NCc1ccccc1Cl)c1c(F)cccc1F | 4 | -7
CN(CCC#N)C(C(=O)NC1CCCCC1)c1cc2c(cc1[N+](=O)[O-])OCO2 (configuration not stated) | -3 | 8
CC1(C)c2ccccc2-n2c1cc(O)c(-c1ccccc1)c2=O | -3&-4 | .
O=C(c1cc2c(s1)CCC(C(=O)N1CCCCC1)C2)N1CCOCC1 (configuration not stated) | -4 | -6
CC(=O)N1c2ccc(N=Cc3ccccc3[N+](=O)[O-])cc2CC1C (configuration not stated) | 5 | -2
Cc1ccccc1NC(=O)c1c(C)sc2c(=O)n(CC3CC3)cnc12 | 6 | 14
COc1ccc(C(=O)ON=C(N)C2COc3ccccc3O2)cc1 (configuration not stated) | -10 | .
CCc1ccccc1NC(=O)c1sc(C)nc1C | 0 | -3
Cc1ccc(N2C(=O)CC(N3CCN(Cc4ccc5c(c4)OCO5)CC3)C2=O)cc1Cl (configuration not stated) | 9&-4 | -6&-1
COc1ccc(N2CC(c3nnc(NC(=O)c4ccc(Br)o4)o3)CC2=O)cc1 (configuration not stated) | -2 | 6
O=C1OC(c2ccccc2Cl)=N/C1=C/c1ccccc1[N+](=O)[O-] | -2 | -4
CC1(C)CC(=O)C2=C(C1)Nc1cccnc1NC2c1ccc2c(c1)OCO2 (configuration not stated) | -12 | 1
NC(=O)C1CCN(C2CC(=O)N(c3cc(Cl)cc(Cl)c3)C2=O)CC1 (configuration not stated) | -3 | -3
Cc1oc(C2CCN(C(=O)c3cc4ccccc4[nH]3)CC2)nc1C(=O)N(C)C | -3 | 17
O=C(O)C12CC3CC(C1)CC(n1cnc(Cl)n1)(C3)C2 | 8 | 12&-4
COc1cc(NS(=O)(=O)c2ccc(NC(=O)c3ccc(Cl)cc3)cc2)nc(OC)n1 | -73&0&0 | 14&5&4
O=C(c1cn(CC(O)c2ccccc2)nn1)N1CCN(c2ccccn2)CC1 (configuration not stated) | -6 | -16
Cc1cccc(C)c1NC(=O)c1cccc(OCc2ccccc2)c1 | 0 | -19
O=C(O)CSC1CCS(=O)(=O)C1 (configuration not stated) | 10 | .
CC(CC(=O)O)CC(=O)NCc1ccc(Cl)cc1 (configuration not stated) | 0 | .
CCOC(=O)c1cc(-c2ccccc2)sc1NC(=O)CN1CCN(C)CC1 | -2 | .
CC(C)=CCOc1ccc2c(c1)OC(=Cc1ccccc1C)C2=O | -8 | -8
CCOc1ccc(Cn2c(-c3nonc3N)nc3ccccc32)cc1OCC | -6 | -10
O=C(NCc1ccccc1F)c1cc2c(s1)CCN(C(=O)c1ccc(F)cc1)C2 | -5 | 0
CCN(CC)CCNC(=O)NC1(C(F)(F)F)Oc2ccccc2O1 | 1 | -4
CC(=O)Nc1ccc(NC(=O)C2CC2(C)C)cc1 (configuration not stated) | -4 | .
NC(=O)c1cc(N)ccc1N1CCCCC1 | 4 | 6
Cc1ccc(CN2CCS(=O)(=O)CC2)cc1 | -7&2 | .
COc1ccccc1C(=O)NC1CCN(c2nnc3cccc(C)n23)CC1 | -2 | 2
CCc1nc(N2CCCCC2)c(C#N)c2c1CCCC2 | -3 | -19
O=C1C(N2CCCCC2)=C(n2nnc3ccccc32)C(=O)c2ccccc21 | 2 | 31
Nc1ncnc(N2CCC(Cc3ccccc3)CC2)c1[N+](=O)[O-] | -9 | 18
CCCNC(=O)c1ccc(-c2nc3ccccc3n(CC(C)C)c2=O)cc1 | -8 | 4
COc1ccc(-c2ccc3c(N)c(C(=O)Nc4ccccc4OC)sc3n2)cc1 | -9 | 16
CCCOc1ccccc1CCN1CCCCC1c1cccnc1 (configuration not stated) | -2 | 8
O=C(CSC1CC(=O)N(c2ccc(Cl)cc2)C1=O)Nc1ccc(Cl)cc1 (configuration not stated) | -1 | -3
Cc1nn(C)c(C)c1N=Nc1c(C)nn(C)c1C | -16 | .
O=C(NC1CC1)C1CCN(c2nc3cccnc3s2)CC1 | 1 | 0
Cn1cc(CN2CCC(C(=O)NCCCc3ccccc3)CC2)c2cc(Cl)ccc21 | 7 | 26
COc1ccc(N2CC(C(=O)N3CCn4c(nc5ccccc54)C3)CC2=O)cc1 (configuration not stated) | 0 | 4
COc1ccc(NC(=O)N2CCC(c3nc(C(=O)N(C)C)c(C)o3)CC2)c(OC)c1 | -2 | 1
Cc1nn(-c2ccc(Cl)cc2)c2nc(N3CCCC(C(=O)NC4CC4)C3)sc12 (configuration not stated) | -4 | 1
CC(=O)N1CCN(c2nc3c(s2)CC(C(=O)Nc2ccc(F)cc2Cl)CC3)CC1 (configuration not stated) | -4 | 18
O[C@H]1C[C@H](c2ccccc2)N(CC2CCCCC2)C[C@@H]1n1cc(-c2ccc(F)cc2)nn1 | 1 | 55*
CCOc1ccccc1NC(=O)c1c(NCc2sccc2C)sc2c1CCC2 | -17 | 41
CCN(c1ccccc1)c1ncnc(N)c1[N+](=O)[O-] | -4 | 1
Next section:
SMILES | Pf apPOL block | mHTT CaM bind
COCC(C)NC(=O)C(=O)Nc1ccc(OC)c(Cl)c1 (configuration not stated) | -6 | -16
O=C(c1ccc(Oc2cc(Cl)cc(Cl)c2)o1)N1CCN(Cc2cccnc2)CC1 | -6 | .
CCCOc1ccc(NC(=O)CC2SC(=N)NC2=O)cc1 (configuration not stated) | 4 | -3
Cc1cc(C)n(CCNC(=O)C(=O)Nc2cccc(N3CCCC3=O)c2)n1 | -5 | -10
COc1ccccc1NC(=O)CC1C(=O)Nc2ccccc2N1S(=O)(=O)c1ccc(C)cc1 (configuration not stated) | -2 | 23
COc1ccc(-c2c3c(=O)n(C)c(=O)n(C)c3cn2-c2ccccc2C)cc1 | 54* | 8
COc1ccc(Cl)cc1NC(=O)C1C2CCC(C2)C1C(=O)O (configuration not stated) | 2 | 3
CCCC(=O)Nc1cc2c(cc1C(=O)c1ccccc1)OCCO2 | 0 | 1
CC(C)C(=O)ON=C(N)c1ccc(Oc2ccc(Cl)cc2)c([N+](=O)[O-])c1 | -12 | .
O=C(c1cccc(F)c1)N1CCN(Cc2ccccc2Br)CC1 | -2 | 7
Cc1noc(C)c1S(=O)(=O)N1CCC(C(C)C(=O)NCCN2CCCCCC2)CC1 (configuration not stated) | 0 | -1
O=C(/C=C/c1ccccc1)c1ccc([N+](=O)[O-])o1 | 0 | 34
O=C1Nc2ccccc2C1=Nc1cc(Cl)cc(Cl)c1 | -20 | -3
Cc1c(NC(=O)c2ccc(-c3ccccc3[N+](=O)[O-])o2)cccc1-c1nc2ncccc2o1 | 4 | 7
Cc1ccc(C(=O)N2CCN(c3ccc(Cl)cc3C)C(=O)C2C)cc1 (configuration not stated) | -5 | -2
COc1ccc(-c2csc(=NCCO)n2-c2ccccc2)cc1 | 2 | 6
CCCCN(C)Cc1cc(=O)oc2ccc3ccccc3c12 | -9 | -7
COc1nn(C)cc1C(=O)Nc1cc(C)nn1-c1nc(C)cc(=O)[nH]1 | -8 | -5
O=C(NNC(=O)c1cccc([N+](=O)[O-])c1)Nc1ccc(Cl)cc1 | -8 | .
Cc1cc(C)nc(NS(=O)(=O)c2ccc(NC(=O)Nc3cscc3-c3ccccc3)cc2)n1 | -4 | .
Cc1cc(C)cc(N2C(=O)CCC2(C)C(=O)NCCCOC(C)C)c1 (configuration not stated) | 2 | -5
CCc1cc(C(=O)COc2ccccc2F)c(O)cc1O | -12 | -2
CCC(CCC(=O)Nc1ccn(-c2ccccc2)n1)C(=O)O (configuration not stated) | -6 | -1
CN1CCN(c2ncncc2N2CCC(C(=O)NCc3ccc(Cl)cc3)CC2)CC1 | -3 | 98*
CCn1cnc2ccc(-c3noc(-c4ccccc4)n3)cc21 | -19 | 28
O=C1CCCN2N=C(SCC(=O)Nc3nc4ccccc4s3)SC2=N1 | -3 | 5
N#CC(C#N)=NNc1ccc(Cl)c(Cl)c1C#N | 13 | .
COc1ccc(C(=O)N2CCC(C(N)=O)CC2)cc1[N+](=O)[O-] | -4 | 2
O=C(c1ccc(Cl)cc1Cl)N1CCN(c2ccccc2F)CC1 | -1 | -7
COc1cccc(C(=O)Nc2nnc3ccccn23)c1 | -4 | 71*
NS(=O)(=O)c1ccc(N2C(=O)C(=O)C(=C(O)c3ccccc3)C2c2cccc([N+](=O)[O-])c2)cc1 (configuration not stated) | 7 | 11
COc1ccc(CNC(=O)C2CC(=O)N(c3ccc4oc(C)nc4c3)C2)cc1OC (configuration not stated) | -4 | 1
Cc1ccc(C2=NN(C(=O)CN3CCOCC3)C(c3ccccc3C)C2)c(C)c1 (configuration not stated) | -2 | 86*
CCCCNC(=O)OCCCN1CCC2(CCC(c3ccccc3)CC2)C1=O (configuration not stated) | -6 | 10
CCn1cc(CN2CCN(C(=O)C3CCCNC3)CC2)ccc1=O (configuration not stated) | 8 | -6
CC1(C(=O)NCc2ccccc2)CCCN(C(=O)NC2CCCCC2)C1 (configuration not stated) | -2 | -6
O=C(Nc1cc(Cl)ccc1Cl)c1noc2c1CCCCC2 | -4 | -21
CN(C)c1ccc(C=NNc2cnc3ccccc3n2)c(Cl)c1 | -1 | .
CCCCn1c(N2CCCC(C(=O)N3CCCC3)C2)nc2ccccc21 (configuration not stated) | -12 | 30
O=C(CSc1nnc(-c2cccc(S(=O)(=O)N3CCOCC3)c2)o1)c1ccccc1 | -2 | -2
CCOC(=O)Oc1ccc2c(=O)c(Oc3ccc(OC)cc3)c(C(F)(F)F)oc2c1 | -6 | 8
Cc1nn(C)c(C)c1NS(=O)(=O)c1cc(C(F)(F)F)cc(C(F)(F)F)c1 | 5&-12 | .
O=C(c1ccc(OCC2CCCN(C(=O)c3cccs3)C2)cc1)N1CCOCC1 (configuration not stated) | -6 | -5
O=C(Nc1nnc(-c2ccc(Cl)s2)o1)c1ccc(S(=O)(=O)N2CCCCC2)cc1 | -1 | -4
CCN(CC)C(=O)N1CCOCC1 | . | -5
COC(=O)c1ccc(NC(=O)C2(C)Oc3cccnc3NC2=O)cc1 (configuration not stated) | -6 | 0
CN1CCCc2cc(C(CNC(=O)c3ccccc3Cl)N3CCOCC3)ccc21 (configuration not stated) | -9 | 20
CCOc1ccccc1C(=O)NCCS(=O)(=O)N1CCN(c2ccccn2)CC1 | -8 | -8
COc1cc2c(cc1NS(=O)(=O)c1ccc(OC)c3ccccc13)oc1ccccc12 | . | 4
CCOc1ccc(NC(=O)Cn2c(=O)n(-c3ccc(C)c(F)c3)c(=O)c3sccc32)cc1 | 4 | -6
Other records
SMILES | Pf apPOL block | mHTT CaM bind
O=C(NCc1ccc(Cl)cc1)c1ccc2ncnc(N3CCOCC3)c2c1 | 0 | -1
CN(C)CCN1CCN(C2CN(Cc3cn(Cc4cccc(Cl)c4)nn3)S(=O)(=O)C2)CC1 (configuration not stated) | 11 | -2
CCOC(=O)c1cccc(NC(=O)N2CC(C)Oc3ccc(C)cc32)c1 (configuration not stated) | -6 | -1
COc1ccc(C2N(C(=O)c3ccccc3)CCN2C(=O)c2ccccc2)cc1 | -3 | 2
Cc1cccc(NC(=O)CCS(=O)(=O)c2cccc3nsnc23)c1C | 1 | -1
O=C(NC1CC1)C1CCN(c2cnc(N3CCCC3)nc2)CC1 | -3 | 1
CCOc1ccc(N2CC(c3nnc(NC(=O)Cc4cccc(F)c4)o3)CC2=O)cc1 (configuration not stated) | 16 | 3
COc1ccccc1C(=O)CC1(O)C(=O)Nc2ccc(Br)cc21 (configuration not stated) | -9 | 0
COC(=O)C1C2C=CC3(CN(c4cccc(C)c4)C(=O)C13)O2 (configuration not stated) | -3 | 66*
Cc1cc(C)n2nc(CC(=O)NCCc3ccccc3Cl)nc2n1 | -13 | -4
COc1ccc(Cl)cc1C(=O)N1CCC2(CC1)NC(=O)N(CCc1ccccc1)C2=O | 2 | 3
COc1ccc(NC(=O)C2CCN(c3cncnc3N3CCCC3)CC2)cc1OC | -7 | 23
O=C(O)C1CCCCC1C(=O)N1CCCC1 (configuration not stated) | 5 | -3

The list is partial; count on the stated rates, not on these rows.
